CRFBP-R2 block: CRF-BP/CRF-R2 complex antagonism; HEK293 CRF-R2/CRF-BP, CRF-induced calcium fluorescence; inhibition, % at 11.8 µM; 350,000 compounds, 0.59% hits; AID 588475;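 active = inhibition of the ligand-induced calcium signal above about 50% at the single tested concentration, limit read from the data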
GalR3 antag: blocks the human galanin receptor 3; O60755; HEK293 GalR3-CNG cAMP membrane potential fluorescence; galR3 body fused to GalR1 C-terminus; inhibition, % at 3 µM; 360,000 compounds, 0.44% hits;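 active = inhibition above the screen-wide average plus 3 SD, cut at about 13% in these data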;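 also: forskolin and galanin both at EC90 stimulate the cells; cAMP rise reported by CNG channel membrane potential dye signal; 0% = forskolin plus galanin with DMSO and 100% = forskolin alone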
Target sequence (O60755 1-299 limits assumed): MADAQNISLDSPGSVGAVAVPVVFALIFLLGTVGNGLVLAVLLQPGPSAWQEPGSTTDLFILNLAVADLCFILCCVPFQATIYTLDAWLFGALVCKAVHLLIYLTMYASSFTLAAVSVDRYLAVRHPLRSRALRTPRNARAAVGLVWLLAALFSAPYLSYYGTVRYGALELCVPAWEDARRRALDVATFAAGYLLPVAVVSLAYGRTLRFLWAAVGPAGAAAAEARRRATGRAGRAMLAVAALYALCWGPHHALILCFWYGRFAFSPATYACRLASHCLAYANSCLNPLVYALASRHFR
MEKK2 WT-MEK5: raises or lowers MEK5 binding to wildtype human MEKK2 PB1 domain; 290,000 compounds, 1.1% hits; Q9Y2U5; binding response (% of control), % at 10 µM; bead flow cytometry, Alexa488-MEK5 binding to MEKK2 WT; actives lie on both sides; in the data active = binding response below about 67% or above about 130%
NS3 helicase inh: HCV NS3 helicase inhibition | 290,000 compounds, 0.56% hits | AID 1800 | inhibition, % at 10.9 µM | NS3 helicase DNA unwinding, Cy5 molecular beacon fluorescence;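 active = inhibition above the mean of all tested compounds plus 3 SD, set per campaign, cut at about 35% in these data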;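 also: 0% = DMSO wells and 100% = thioflavine S control wells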
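Assay system – hepatitis C virus NS3 helicase domain fragment enzyme · Buffer or medium – MOPS pH 6.5, MgCl2, DTT, Tween20, BSA · Reagent – Cy5/quencher beacon DNA duplex and ATP to start · Compound – single 10.9 µM dose · Timing – 1 h at 25 °C · Technique – Cy5 beacon fluorescence read at start and 1 h · Measure – % inhibition of unwinding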
MEKK2 mut-MEK5: signal of MEK5 binding to mutant human MEKK2 PB1 domain; bead flow cytometry, Alexa488-MEK5 binding to MEKK2 mutant; percent response, % at 10 µM; 290,000 compounds, 0.35% hits; AID 1530; in the data active = percent response above about 24%, passing the limit was not always enough; also: inactives centre near 1; some results filed as inactive read as strong as hits; reference of the scale not given here
UBC9 SUMO inh: blocks human SUMOylation mediated by UBC9 | inhibition, % at 35 µM | P63279 | 290,000 compounds, 0.36% hits | HTRF SUMOylation assay, SAE1/SAE2 + UBC9, in vitro; in the data active = inhibition above about 50%, passing the limit was not always enough; also: strong numbers were not always called active
Target sequence (P63279 whole entry, looked up): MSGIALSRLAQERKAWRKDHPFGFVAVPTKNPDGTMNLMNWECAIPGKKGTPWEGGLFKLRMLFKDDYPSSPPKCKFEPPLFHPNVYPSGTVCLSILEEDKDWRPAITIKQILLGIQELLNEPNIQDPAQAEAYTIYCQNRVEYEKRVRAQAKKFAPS
MEKK3 PB1 HTS: MEKK3-MEK5 PB1 interaction, increase or decrease. Q99759. bead-based flow cytometry, Alexa488-MEK5 binding to MEKK3; actives lie on both sides; 0 = blocked by unlabeled MEK5, 100 = vehicle. binding response (% of control), % at 10 µM. 290,000 compounds, 1.4% hits. AID 1529;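 active = binding response more than 3 SD above or below the average of its plate-row segment, actives on both sides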;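 also: Alexa488 bead fluorescence after subtracting the streptavidin-only scavenger bead signal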
Target sequence (Q99759 whole entry, looked up): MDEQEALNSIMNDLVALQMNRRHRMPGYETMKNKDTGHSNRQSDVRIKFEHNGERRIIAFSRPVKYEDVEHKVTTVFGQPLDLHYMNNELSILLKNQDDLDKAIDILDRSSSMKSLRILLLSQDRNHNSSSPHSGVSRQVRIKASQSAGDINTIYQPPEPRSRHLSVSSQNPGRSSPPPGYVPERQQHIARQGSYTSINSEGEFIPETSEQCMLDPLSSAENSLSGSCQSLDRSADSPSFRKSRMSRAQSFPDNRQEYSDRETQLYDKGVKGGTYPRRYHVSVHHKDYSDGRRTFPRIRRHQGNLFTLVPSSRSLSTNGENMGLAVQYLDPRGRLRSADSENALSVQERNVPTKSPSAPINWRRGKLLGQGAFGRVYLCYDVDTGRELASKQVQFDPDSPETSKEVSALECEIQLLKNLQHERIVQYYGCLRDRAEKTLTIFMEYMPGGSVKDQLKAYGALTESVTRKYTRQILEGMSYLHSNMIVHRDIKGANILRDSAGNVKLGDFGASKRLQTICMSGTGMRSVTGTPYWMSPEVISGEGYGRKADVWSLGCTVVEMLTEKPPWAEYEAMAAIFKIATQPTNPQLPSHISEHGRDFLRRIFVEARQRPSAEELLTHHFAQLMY
CRFR2-BP ag: CRF-BP/CRF-R2 complex agonism; HEK293 CRF-R2/CRF-BP, calcium dye fluorescence (FLIPR); percent of saturating CRF peptide response; activation, % at 13.2 µM; 350,000 compounds, 0.46% hits; AID 588473;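 active = activation of at least 50%, plus an integration ratio under a set limit after plate pattern correction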;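 also: plate controls were neutral control wells without compound for no effect and CRF at EC100 for full effect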
DNA FID counter: fluorescent intercalator displacement, NS3 helicase counter-screen | AID 1845 | 290,000 compounds, 0.17% hits | DNA fluorescent intercalator displacement, fluorescence | inhibition, % at 7.9 µM; in the data active = inhibition above about 37%;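 also: 0% = vehicle and 100% = reference compound; higher means more ethidium bromide displaced from hairpin DNA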
Numbers without * were called inactive; x = no result given. A portion of the library; rates above refer to the full screens.

SMILES | CRFBP-R2 block | GalR3 antag | MEKK2 WT-MEK5 | NS3 helicase inh | MEKK2 mut-MEK5 | UBC9 SUMO inh | MEKK3 PB1 HTS | CRFR2-BP ag | DNA FID counter
Cc1cc(C)cc(OCC(=O)Nc2ccc3c4c(cccc24)CC3)c1 | -17.7 | 0.8 | 91.0 | 6.3 | -3.0 | 20.4 | 97.0 | -2.0 | -0.6
COc1cc(NS(=O)(=O)c2ccc(F)cc2)c(OC)cc1NC(C)=O | 1.1 | -4.3 | 101.0 | -16.3 | -5.0 | 9.6 | 104.0 | -1.4 | -1.2
CC(=O)Nc1nc2cccc([N+](=O)[O-])c2s1 | 2.8 | -1.8 | 84.0 | -4.2 | -8.0 | 6.5 | 92.0 | 0.9 | 7.4
Clc1cc(Br)ccc1OCCOCCN1CCOCC1 | -9.3 | 5.2 | 107.0 | -3.9 | 11.0 | 3.5 | 104.0 | 0.9 | 7.5
CN1CCN(C(=S)Nc2cccc(C(F)(F)F)c2)CC1 | 3.9 | -3.5 | 99.0 | -1.3 | 0.0 | -20.7 | 98.0 | 2.9 | -0.9
C=CCn1c(SCC(=O)c2cccs2)nc2sc(C)c(C)c2c1=O | 17.5 | -4.5 | 105.0 | 1.9 | 1.0 | -51.8 | 106.0 | 5.1 | -5.1
CCOc1ccc(NC(=O)c2ccccc2O)cc1 | 10.9 | -3.0 | 90.0 | -5.6 | -5.0 | -2.4 | 91.0 | 12.3 | -0.9
Cc1ccc(/C(O)=C2/C(=O)C(=O)N(c3ccccn3)C2c2ccc(F)cc2)cc1 (stereo not drawn) | 9.0 | -2.7 | 108.0 | 35.9 | 19.0 | 22.8 | 109.0 | -3.2 | -36.4
CCn1c(CC(=O)Nc2ccc(C)c(Cl)c2)nnc1SCCOc1ccc(OC)cc1 | -12.1 | -4.8 | 92.0 | -2.8 | 0.0 | -14.9 | 85.0 | 3.0 | -0.2
COc1ccc(CCNC(=O)CN(c2ccccc2)S(C)(=O)=O)cc1 | -7.1 | -2.6 | 99.0 | 7.7 | -4.0 | 1.9 | 91.0 | -3.6 | -4.3
COc1ccc2[nH]c(=O)c(COC(=O)c3ccco3)cc2c1 | -47.2 | 1.9 | x | -5.1 | x | -3.2 | x | 1.5 | -2.5
Cc1cccc2c1cnn2C(=O)CCC(=O)NCc1ccc(F)cc1 | -12.8 | -0.1 | 104.0 | -3.9 | 2.0 | -2.9 | 101.0 | -1.0 | -5.6
CCOc1ccccc1N1CCN(C(=S)NCc2ccc(Cl)cc2)CC1 | -50.9 | -5.1 | 101.0 | -12.7 | -2.0 | -14.3 | 101.0 | 3.2 | -23.5
CCN1CCN(c2c(/C=C3\SC(=S)N(Cc4ccco4)C3=O)c(C)c(C#N)c(=O)n2C)CC1 | -95.4 | -2.6 | 132.0 | -73.3 | 16.0 | 23.9 | 104.0 | 90.1* | -9.9
CC(NS(=O)(=O)c1ccc2c(c1)oc(=O)n2C)c1ccccc1 (stereo not drawn) | -9.3 | 1.8 | 104.0 | -0.2 | 6.0 | -1.8 | 104.0 | 10.8 | -6.0
COC(=O)c1cc(S(=O)(=O)NCCc2ccc(C)cc2)c[nH]1 | -7.5 | -2.9 | 104.0 | -8.5 | 1.0 | -5.1 | 99.0 | -1.1 | -13.1
Nc1cccc(NC(=O)CN2CCOCC2)c1 | 0.4 | -11.7 | 98.0 | -22.0 | 2.0 | -0.4 | 98.0 | 1.6 | -0.6
CC1=[N+](CC(=O)NC(C)(C)C)CCc2ccccc21 | -7.8 | -0.9 | 97.0 | -62.8 | -2.0 | 1.2 | 92.0 | 0.6 | 11.4
O=[N+]([O-])c1ccc2nc(-[n+]3c(-c4ccccc4)cc(-c4ccccc4)cc3-c3ccccc3)[nH]c2c1 | 3.7 | x | 102.0 | -12.6 | 1.0 | 10.8 | 101.0 | 1.1 | -0.7
O=C(CN1C(=O)CSC1=O)N1CCCC(Nc2ccc(F)cc2)C1 (stereo not drawn) | 8.6 | -2.4 | 103.0 | 2.9 | 0.0 | 7.8 | 102.0 | -1.8 | -6.9
CCN(CC)c1ccc(/C=N/NC(=O)c2c[nH]c3ccccc23)cc1 | -31.3 | -0.5 | 98.0 | 1.4 | -1.0 | 12.8 | 99.0 | 0.3 | -7.1
O=C(CSc1ccc(Br)cc1)Nc1ccccc1Oc1ccccc1 | 22.2 | 0.6 | 102.0 | 5.5 | 0.0 | 13.7 | 105.0 | 3.6 | 4.9
CCOC(=O)c1c(CSc2ccccc2)n(C)c2ccc(O)c(CN3CCOCC3)c12 | -1.1 | x | 107.0 | -19.3 | 2.0 | -18.7 | 103.0 | -1.3 | -4.1
COc1ccc(C(=O)NC(C)(C)C)cc1S(=O)(=O)N1CCCC1 | -17.9 | -5.3 | 96.0 | 1.2 | 1.0 | 15.1 | 99.0 | 0.4 | -2.2
O=C1CC(c2ccsc2)c2cc3c(cc2N1)OCCO3 (stereo not drawn) | -3.4 | -6.1 | 99.0 | 5.4 | -1.0 | -12.8 | 105.0 | 0.2 | -0.1

Additional structures follow.
SMILES | CRFBP-R2 block | GalR3 antag | MEKK2 WT-MEK5 | NS3 helicase inh | MEKK2 mut-MEK5 | UBC9 SUMO inh | MEKK3 PB1 HTS | CRFR2-BP ag | DNA FID counter
O=C1CN(S(=O)(=O)c2cccc(C(=O)O)c2)c2ccccc2N1 | -0.8 | -1.3 | 101.0 | -1.6 | -3.0 | 1.9 | 102.0 | 0.4 | 3.2
CC(=O)Nc1ccccc1C(=O)C(=O)Nc1cccc(C(=O)NCc2ccccc2)c1 | -13.0 | -5.1 | 95.0 | 12.4 | -2.0 | 0.8 | 96.0 | -2.5 | -17.9
CCCCC(CCCCl)C(=O)Nc1ccccc1 (stereo not drawn) | -10.9 | -4.9 | 106.0 | 10.5 | 0.0 | 9.9 | 106.0 | 2.8 | -7.2
COc1ccccc1NC(=O)CSc1ncc(CO)n1Cc1ccc(F)cc1 | 1.7 | 1.5 | 108.0 | 3.2 | 3.0 | -3.5 | 106.0 | -0.8 | -26.5
O=c1cc(N2CCCCC2)c(-c2ccccc2)nn1Cc1cccc(F)c1 | -14.3 | -7.2 | 133.0 | -8.4 | 7.0 | -6.4 | 157.0* | -0.3 | -28.8
O=C(c1ccc(Cl)c([N+](=O)[O-])c1)N(c1ccccn1)c1ccccn1 | -17.9 | 2.5 | 100.0 | 7.9 | -1.0 | 11.5 | 105.0 | -3.5 | -14.7
Oc1ccc(Cl)cc1CNc1cnc2ccccc2c1 | -3.6 | -4.7 | 108.0 | -16.9 | 4.0 | 1.1 | 100.0 | 0.7 | -5.5
O=C(COC(=O)c1ccccc1F)NC1CCCC1 | -5.1 | 2.3 | 102.0 | -4.1 | -5.0 | 6.1 | 101.0 | -0.2 | -2.0
C/C(=N\NC(=O)c1ccc(C)cc1C)c1ccc(-n2ccnc2)cc1 | -5.1 | 3.7 | 104.0 | -4.6 | 16.0 | 15.4 | 98.0 | 1.3 | -4.8
Cc1cccc(Cn2c(SCCN3CCOCC3)nc3c2c(=O)n(C)c(=O)n3C)c1 | -7.0 | x | 103.0 | -1.8 | 8.0 | 12.8 | 103.0 | -4.3 | -18.7
COc1ccc(-c2cc(C(F)(F)F)nc(S(=O)(=O)CCCC(=O)Nc3cc(C)on3)n2)cc1OC | -18.8 | 17.6* | 93.0 | -9.5 | -4.0 | 13.8 | 89.0 | -5.6 | -17.8
CC(C)Cc1csc(NC(=O)c2ccc(Br)cc2)c1C(=O)O | 10.9 | 2.0 | 102.0 | 16.9 | 14.0 | 31.7 | 103.0 | 1.7 | -17.4
Cc1ccnc(N2CCC(C(=O)NC3CCCCCC3)CC2)n1 | -43.5 | -5.2 | 95.0 | -10.3 | -5.0 | 9.5 | 96.0 | 23.4 | -18.8
CCN(CC)NC(=S)Nc1ccccc1 | -0.7 | -5.7 | 83.0 | 1.1 | -14.0 | 14.9 | 79.0 | -2.0 | -0.3
CCN(CC)CCOC(=O)c1ccccc1Br | -23.4 | 2.9 | 102.0 | -1.4 | 1.0 | -21.6 | 102.0 | 10.3 | -0.5
CCCCC(O)(c1ccc(F)cc1)C(CN1CCOCC1)c1ccc(Cl)cc1 (stereo not drawn) | -18.3 | -13.5 | 102.0 | -25.1 | 3.0 | -23.2 | 100.0 | 2.6 | -15.2
C=CCNC(=S)NNc1nc2c(c(=O)[nH]1)C1(CCCC1)Cc1ccccc1-2 | -60.5 | 0.0 | 108.0 | 5.3 | 0.0 | -8.1 | 142.0* | 2.8 | -15.9
Cc1cc(C)c(C(=O)C[n+]2cccc(C(N)=O)c2)c(C)c1 | 3.6 | -4.6 | 88.0 | -0.2 | -12.0 | 4.2 | 86.0 | 0.0 | 2.9
CC1CCCCN1S(=O)(=O)c1ccc(C(=O)Nc2nnc(-c3cccs3)o2)cc1 (stereo not drawn) | 0.7 | 3.7 | 111.0 | 33.0 | 7.0 | 4.9 | 112.0 | 0.1 | -38.5
COc1ccc(CNC(=S)NNC(=O)c2cc3ccccc3o2)cc1 | -7.1 | -7.8 | 99.0 | -3.8 | -8.0 | -69.0 | 96.0 | 0.6 | -20.6
COc1ccc(CNc2ccc(-c3ccc(OC)cc3)nn2)cc1 | -4.4 | 0.5 | 99.0 | -1.7 | 2.0 | 4.9 | 101.0 | -1.1 | -10.2
N/C(=N\OC(=O)/C=C/c1ccccc1)c1ccccc1 | 7.5 | -10.3 | 104.0 | -5.0 | 8.0 | 12.9 | 93.0 | -0.1 | -3.5
O=C(c1cccnc1)N1CCN(S(=O)(=O)c2ccc(S(=O)(=O)N3CCCC3)cc2)CC1 | -12.0 | -1.2 | 101.0 | -1.0 | 0.0 | -3.9 | 103.0 | 9.6 | 3.6
O=[N+]([O-])c1cc(Cl)ccc1NCCc1ccccn1 | 12.4 | -7.5 | 106.0 | -2.6 | 3.0 | 10.1 | 102.0 | -0.3 | -11.8
COc1ccc(CNC(=O)C2CCCN2CCc2ccccc2)cc1OC (stereo not drawn) | 5.2 | -2.2 | 102.0 | 2.1 | 7.0 | 5.6 | 101.0 | -0.5 | -10.4
CCOc1ccc(C(=O)Nc2cc(S(=O)(=O)Nc3ccccc3Cl)ccc2N2CCOCC2)cc1 | 18.9 | 3.6 | 101.0 | -0.6 | -1.0 | -10.1 | 100.0 | 1.8 | -4.2
CC1CCCCC1N1CN=C(Nc2nc3ccccc3s2)NC1 (stereo not drawn) | -6.7 | -5.9 | 105.0 | -2.1 | 3.0 | 0.6 | 100.0 | 0.5 | -4.9

Sorted by heavy-atom count (high to low): some entries from above
SMILES | CRFBP-R2 block | GalR3 antag | MEKK2 WT-MEK5 | NS3 helicase inh | MEKK2 mut-MEK5 | UBC9 SUMO inh | MEKK3 PB1 HTS | CRFR2-BP ag | DNA FID counter
CC1CCCCN1S(=O)(=O)c1ccc(C(=O)Nc2nnc(-c3cccs3)o2)cc1 (stereo not drawn) | 0.7 | 3.7 | 111.0 | 33.0 | 7.0 | 4.9 | 112.0 | 0.1 | -38.5
O=c1cc(N2CCCCC2)c(-c2ccccc2)nn1Cc1cccc(F)c1 | -14.3 | -7.2 | 133.0 | -8.4 | 7.0 | -6.4 | 157.0* | -0.3 | -28.8
C/C(=N\NC(=O)c1ccc(C)cc1C)c1ccc(-n2ccnc2)cc1 | -5.1 | 3.7 | 104.0 | -4.6 | 16.0 | 15.4 | 98.0 | 1.3 | -4.8
O=C1CN(S(=O)(=O)c2cccc(C(=O)O)c2)c2ccccc2N1 | -0.8 | -1.3 | 101.0 | -1.6 | -3.0 | 1.9 | 102.0 | 0.4 | 3.2
O=C(COC(=O)c1ccccc1F)NC1CCCC1 | -5.1 | 2.3 | 102.0 | -4.1 | -5.0 | 6.1 | 101.0 | -0.2 | -2.0
